Hep lipid drop – inhibitors of hepatocyte lipid droplet formation, primary screen, imaging, high-throughput imaging, BODIPY stain | AML12 mouse hepatocytes, oleate lipid droplets | inhibition, % at 6.5 µM | 240,000 tested, 0.4% active | AID 1656, 2009;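 active = lipid droplet intensity inhibited by at least 50%, with more than 500 cells counted; inconclusive = wells with under 300 cells, treated as cytotoxic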
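Assay system: AML12 mouse liver cells | Compound: 6.5 µM single-point dosing | Schedule: Overnight exposure | Technique: Fluorescence imaging, 20x objective, two fields per well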
WT yeast gro inh – growth inhibition of WT strain, primary screen, mitochondrial fusion inhibitor project, WT and mutant strains, chemical genetic; 190,000 tested, 2.1% active; inhibition, % at 10 µM; mitochondrial fusion phenotypic screen; AID 1362, 2008; in the data active = inhibition above about 58%; tested in S. cerevisiae
MT stabilize HCS – microtubule stabilizers in HeLa cells, primary screen, imaging, high-content imaging; % tubulin-high responders, % at 10 µM; 200,000 tested, 0.83% active; HeLa tubulin immunostaining HCS, 24 h; share of cells brighter than vehicle mean+2SD;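 active = plate Z-score above 3 for both tubulin-high and condensed-nucleus cell shares, with cell loss under 80%, at 10 µM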;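 note: anti alpha tubulin signal scored within the nucleus-defined area of each cell; some results filed as inactive read as strong as hits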
Myeloid diff 2 – induction of myeloid progenitor differentiation, primary screen, cell-based, flow cytometry, MLPCN library; 360,000 tested, 1% active; calls only at 10 µM; ER-HoxA9 myeloid progenitors, lysozyme-GFP differentiation;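 active = normalized GFP-positive differentiation at or above the plate's own cutoff, the solvent-only control mean plus 3 SD; inconclusive = no clear call, values can overlap the other calls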;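 note: cells exposed to compound for four days before flow analysis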
Autophagy mod – autophagy modulators in MEF cells, primary screen, imaging, high-content, MEF GFP-LC3. MEF GFP-LC3 puncta imaging; test concentration mostly 10 µM. calls only at 10 µM (by protocol). 190,000 tested, 0.98% active;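 active = percentage of spot-positive cells more than 3 SD above its plate mean, without a fluorescence outlier flag or 80% toxicity; inconclusive = no clear call, values can overlap the other calls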;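 note: spot-positive cell cutoff set from DMSO-treated cells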
Ins promoter up – insulin promoter activators in MIN6 cells, imaging, high-content screening, mouse beta cells | MIN6 insulin promoter-GFP reporter; hits give high values | z-score at 5 µM | 190,000 tested, 0.3% active | AID 1625, 2009;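 active = z-score above 3 at 5 µM with at least 500 cells counted in the well; inconclusive = wells under 500 cells, flagged as cytotoxic or low count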
West Nile virus CPE – West Nile virus antiviral activity, cell-based, CPE readout (AID 1621) | CPE inhibition, % at 10 µM, or IC50 in µM where a hit was titrated | 290,000 tested, 0.02% active | West Nile virus-infected cells, CPE inhibition; higher % means a stronger effect; in the data active = a potency from the dose series; inconclusive = CPE inhibition mostly from about 3.7% at the one dose, without a potency; inactive = the rest, 99 in 100 with CPE inhibition below about 2.2%; note: strong numbers were not always called active
b-catenin transl – modulators of beta-catenin nuclear translocation, primary screen, imaging, HeLa cells, immunofluorescence, high-content; 190,000 tested, 0.3% active; nuclear translocation activity, % at 5 µM;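 active = nuclear translocation activity above 50% at 5 µM, with a well cell count of 50 or more; inconclusive = wells under 50 cells across six images, flagged as toxic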;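 note: per-cell ratio of nuclear to cytoplasmic median beta-catenin stain intensity; plate controls were DMSO negative control for no effect and GSK-3 inhibitor IX positive control for full effect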
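Test system: HeLa cells, endogenous beta-catenin; Compound: single 5 µM dose plus 0.02–20 µM confirmation series; Times: compound exposure 24 h at 37°C; Signal: fluorescence imaging of beta-catenin antibody stain plus DAPI; Read-out: % activation, nuclear-to-cytoplasmic median beta-catenin signal ratio per cell.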
T cell HTS – modulators of CD8 T cell-vesicle binding, primary screen, mouse 2C CD8+ T cells, flow cytometry; 2C CD8+ T cell-vesicle binding; hits give low values; calls only at 7 µM; AID 2052, 2009; 330,000 tested, 0.068% active;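 active = response, share of CD8 T cells binding vesicles, and their 90th percentile fluorescence all below set limits, cut at about 80% in these data, passing the limit was not always enough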
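Material: 2C TCR transgenic mouse naive CD8+ T cells, MACS-purified. Also added: QL9-charged Drosophila Ld/ICAM-1/B7-1 vesicles. Timing: binding 1.5 h at 37 °C. Measured by: high-throughput flow cytometry with anti-B7-1 and anti-CD8 staining. Read-out: percent CD8+ FL2 mean versus row control. Controls: Unloaded micro-vesicles (low), QL9 vesicles with 0.7% DMSO (high).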
WT yeast gro inh mutant strain – second read-out of WT yeast gro inh, no call of its own (marks repeat the call); inhibition, %; mitochondrial fusion phenotypic screen, mutant strain inhibition
Ins promoter up cell count – also measured in Ins promoter up; calls as there; cell count; measured here: cytotoxicity, nuclei count;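 total cells summed across four imaged fields per well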
Hep lipid drop cells 6.5 µM – recorded beside Hep lipid drop, whose call it bears; cell count; measured here: cell count, cytotoxicity flag;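 cells counted across two imaged fields per well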
b-catenin transl cell count 5 µM – recorded beside b-catenin transl, whose call it bears; cell count; measured here: cell count, cytotoxicity flag
T cell HTS vesicle-bound % – recorded beside T cell HTS, whose call it bears; double positive events, %; measured here: CD8+ vesicle-bound cell fraction;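 binding gate set so that unloaded-vesicle control wells show 10% double positive cells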
MT stabilize HCS Hoechst-high % – second read-out of MT stabilize HCS, no call of its own (marks repeat the call); % Hoechst-high responders; measured here: nuclear condensation Hoechst responders;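 share of cells brighter than vehicle mean plus two SD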
MT stabilize HCS cytotoxicity % – second read-out of MT stabilize HCS, no call of its own (marks repeat the call); toxicity, %; measured here: cytotoxicity by cell density;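 0% = mean cell density of plate MIN control wells and 100% = no cells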
Autophagy mod cell loss 18 h – further read-out of Autophagy mod, marked with its call; toxicity, %; measured here: cell loss, nuclei count;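 cell loss after 18 h compound exposure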
Myeloid diff 2 GFP+ MAC1+ % – also measured in Myeloid diff 2; calls as there; GFP+ MAC1+ double positive, %; measured here: differentiation confirmed by MAC1 staining
Numbers without * were called inactive; i = inactive; ? = inconclusive; · = not tested or not shown.

SMILES	Hep lipid drop	Hep lipid drop cells 6.5 µM	WT yeast gro inh	WT yeast gro inh mutant strain	MT stabilize HCS	MT stabilize HCS Hoechst-high %	MT stabilize HCS cytotoxicity %	Myeloid diff 2	Myeloid diff 2 GFP+ MAC1+ %	Autophagy mod	Autophagy mod cell loss 18 h	Ins promoter up	Ins promoter up cell count	West Nile virus CPE	b-catenin transl	b-catenin transl cell count 5 µM	T cell HTS	T cell HTS vesicle-bound %
Cc1nc(Cl)c(C(=O)NC(=O)Nc2cccc(C(F)(F)F)c2)c(C)c1[N+](=O)[O-]	-6.2	728	-9.6	-11.9	3.1	2.1	4.8	i	2.5	i	-9.8	·	·	-1.0%	-1.1	1059	i	45.1
O=C(Cc1c(F)cccc1Cl)N1CCOCC1	5.4	676	-5.9	5.5	4.3	4.9	13.1	i	0.3	i	-1.6	-0.08	1518	1.0%	-3.6	1122	i	23.4
CCNc1c(NS(=O)(=O)c2ccc(C3CCCCC3)cc2)c(=O)oc2ccccc12	4.5	833	·	·	·	·	·	i	0.1	·	·	·	·	-1.1%	·	·	i	24.7
CCOC(=O)c1cc(NC(=O)c2cccnc2)ccc1N1CCOCC1	-7.3	626	-6.2	-6.1	1.5	1.4	9.8	i	0.5	i	-4.3	-0.04	1473	-0.1%	-0.6	1536	i	49.7
COc1ccc(OC)c(/C(O)=C/C(=O)C(=O)Nc2ccccc2OC)c1	-1.4	768	5.2	10.2	1.0	1.2	9.7	i	0.3	i	-4.6	0.9	741	0.5%	·	·	i	39.9
COc1ccccc1N1CCN(C(=O)CSc2nnc(-c3ccoc3C)o2)CC1	·	·	-1.4	-9.3	2.4	1.2	7.6	i	0.8	i	11.8	-0.47	1204	1.0%	-7.0	1016	i	46.8
Cc1[nH]c(=S)sc1Cc1ccc(Cl)c(Cl)c1	5.3	661	47.5	28.1	2.4	3.6	7.2	·	·	i	-4.7	·	·	0.2%	0.4	908	i	36.0
C=C1CCN(C(C(=O)OC)C(C)C)S(=O)(=O)c2ccc(F)cc21 (stereo unspecified)	-0.7	752	·	·	·	·	·	i	0.9	·	·	0.19	1018	0.1%	-0.4	1110	i	26.1
O=C(Nc1ccccc1N1CCCC1)c1ccccc1Cl	-9.5	846	·	·	·	·	·	i	0.2	·	·	·	·	-1.1%	·	·	i	57.6
O=C1Nc2ccccc2C1=Nc1ccc(S(=O)(=O)Nc2nccs2)cc1	9.6	818	·	·	·	·	·	i	0.9	·	·	-0.07	1521	0.1%	-3.1	1169	i	47.6
COc1ccc(OCC(O)CN2CCCC2)cc1 (stereo unspecified)	2.3	802	·	·	·	·	·	i	0.3	·	·	·	·	0.9%	·	·	i	41.5
Cc1ccc(SCc2nc(N)nc(Nc3ccccc3C)n2)cc1C	-3.0	671	40.2	-0.6	1.8	4.0	1.1	i	0.4	i	-0.6	-0.3	1383	-0.1%	1.3	1108	i	38.7
Cc1ccc(-c2[nH]nc(N)c2N=Nc2ccccc2C)cc1	·	·	-1.2	-4.7	42.4	13.5	41.5	i	0.6	i	8.6	0.74	1274	1.6%	3.5	1398	i	26.1
CC(=O)c1c(C(C)=O)c(C)n(-c2nc(-c3ccc(C)c(C)c3)c(C)s2)c1C	4.2	650	5.7	-1.3	2.7	1.6	5.1	i	0.4	i	1.4	-0.13	1818	-1.3%	-1.7	1044	i	19.6
COc1cc2c(cc1OC)C(c1cc3cc4c(cc3[nH]c1=O)OCO4)N(C(=O)C1CC1)CC2 (stereo unspecified)	0.5	774	-10.6	5.8	2.5	3.3	7.1	i	3.9	i	0.8	0.71	930	0.1%	-4.1	1252	i	39.0
Clc1ccccc1-c1nnc2sc(-c3ccncc3)nn12	·	·	6.6	-2.2	3.2	3.3	7.4	i	3.2	i	6.0	0.28	958	-0.3%	3.7	1126	i	26.5
Cc1cccc(NCN2C(=O)c3ccncc3C2=O)n1	-18.0	724	-9.0	-13.3	3.3	2.6	1.0	i	8.3	i	-2.4	·	·	0.3%	-4.2	576	i	11.8
OC1=C(O)c2nc3cc(F)ccc3nc21	-7.3	655	·	·	·	·	·	i	0.3	·	·	0.59	1018	0.9%	0.5	1385	i	13.2
O=C(CCCn1ncn2c(cc3occc32)c1=O)N1CCc2ccccc2C1	14.6	688	-7.4	10.9	4.3	3.0	7.7	i	1.1	i	16.8	·	·	-0.2%	-0.5	1214	i	46.7
Cc1cc(C)cc(NC(=O)NCc2c(-c3ccccc3)noc2C)c1	-7.3	682	·	·	·	·	·	i	0.3	·	·	1.05	1302	0.8%	-1.8	1062	i	31.5
O=C(NC1=NCCS1)c1cccs1	1.9	776	-8.4	12.2	2.4	3.0	8.0	i	1.9	i	-1.2	-0.5	1205	0.1%	-0.9	1076	i	57.8
Cc1sc2nc(CN(C(=O)NC3CCCCC3)C3CCCC3)[nH]c(=O)c2c1C	21.8	754	-3.0	12.2	3.5	1.3	7.1	i	4.2	i	0.0	·	·	0.1%	3.4	611	i	17.1
CC(C)(C)C1CCC(=NNC(=O)CC(=O)NCc2ccccc2)CC1 (stereo unspecified)	-0.3	582	-0.6	-10.2	4.3	3.0	8.6	i	0.4	i	4.3	0.76	1117	0.2%	-0.3	628	i	43.7
COCCCn1c(SCC(=O)Nc2sc3c(c2C#N)CCCC3)nnc1-c1ccncc1	-42.0	696	1.6	3.4	3.7	2.1	1.1	i	0.6	i	-4.0	-0.44	1144	-0.4%	2.5	1012	i	24.7
CC12CCCCC1NS(=O)(=O)OC2 (stereo unspecified)	-2.9	753	·	·	·	·	·	i	2.5	·	·	·	·	-0.1%	·	·	i	33.6
Additional structures
SMILES	Hep lipid drop	Hep lipid drop cells 6.5 µM	WT yeast gro inh	WT yeast gro inh mutant strain	MT stabilize HCS	MT stabilize HCS Hoechst-high %	MT stabilize HCS cytotoxicity %	Myeloid diff 2	Myeloid diff 2 GFP+ MAC1+ %	Autophagy mod	Autophagy mod cell loss 18 h	Ins promoter up	Ins promoter up cell count	West Nile virus CPE	b-catenin transl	b-catenin transl cell count 5 µM	T cell HTS	T cell HTS vesicle-bound %
Cc1ccc2c(c1)C1C3CCC(C3)C1S(=O)N2 (stereo unspecified)	-9.6	720	-8.8	-0.3	3.8	2.6	5.4	i	0.1	i	-3.3	·	·	0.3%	1.2	1062	i	34.6
CN1CCN(C(=O)/C(=C/c2cn(S(=O)(=O)N(C)C)c3ccccc23)NC(=O)c2ccccc2F)CC1	-8.5	657	·	·	·	·	·	i	0.6	·	·	·	·	0.4%	·	·	i	31.9
CCCn1c(SCC(=O)NC(C)(C)C)nnc1C(C)C	-5.9	658	-1.5	1.0	2.2	2.3	16.2	i	0.4	i	1.4	-0.47	1324	0.3%	0.0	1061	i	34.6
Brc1c(CSc2nncn2-c2ccccc2)nc2sccn12	·	·	-26.3	6.3	2.8	3.2	7.2	i	0.7	i	14.5	0.95	1472	-0.7%	-0.7	1352	i	42.9
O=C(NCCc1ccc(Cl)cc1)C1CCN(c2cnccn2)CC1	·	·	-0.9	9.0	4.3	3.2	3.7	i	2.8	i	9.9	-0.38	1161	-1.1%	-3.2	897	i	35.0
COc1cccc(C(=O)Nc2ccc3c(c2)CCCN3C(=O)c2cccs2)c1OC	11.2	726	·	·	·	·	·	?	·	·	·	·	·	-2.4%	·	·	i	38.7
O=C(O)c1cc(S(=O)(=O)N(Cc2ccccc2)c2ccccc2Cl)ccc1Cl	-10.4	823	·	·	·	·	·	i	0.4	·	·	·	·	0.4%	·	·	i	51.3
O=C(Nc1ccc(C(=O)O)cc1)/C(=C\c1ccco1)NC(=O)c1ccccc1Cl	-3.9	743	·	·	·	·	·	i	1.2	·	·	·	·	-0.1%	·	·	i	40.7
OC(CNCC(c1ccco1)N1CCCCC1)c1ccccc1 (stereo unspecified)	·	·	-7.9	-1.3	2.5	2.0	6.1	i	2.7	i	-2.1	·	·	-0.4%	·	·	i	18.7
O=C(NNC(=O)c1ccccn1)c1cccc([N+](=O)[O-])c1	-7.0	662	-6.4	-2.2	1.4	1.5	7.2	i	0.8	i	-0.5	-0.33	1618	-1.2%	-3.3	1037	i	18.1
C=CCOc1ccc(CNCC2CCCO2)cc1 (stereo unspecified)	5.9	815	·	·	·	·	·	i	0.5	·	·	·	·	-1.0%	·	·	i	54.9
CCCC(C(=O)Nc1ccc(S(=O)(=O)Nc2ncccn2)cc1)c1ccccc1 (stereo unspecified)	-9.0	667	·	·	·	·	·	i	6.4	·	·	·	·	0.7%	·	·	i	64.2
O=C(Nc1ccc(Cl)c([N+](=O)[O-])c1)c1ccc2c(c1)OCCO2	-2.4	707	13.1	-22.1	4.9	2.5	3.7	i	0.1	i	-12.3	0.05	1200	-0.5%	0.7	1087	i	14.5
Cc1ccc(C)c(CN2CCSCC2)c1	11.9	805	·	·	·	·	·	i	0.4	·	·	·	·	-0.2%	·	·	i	40.3
CCOC(=O)Cn1nc(-c2ccccc2)ccc1=O	·	·	-11.1	11.0	3.4	2.7	7.2	i	1.2	i	6.6	0.21	1381	-0.1%	-1.4	977	i	61.0
CCOC(=O)c1nnn(CC(=O)NC(=O)Nc2cccc(CC)c2)c1C(=O)OCC	14.3	697	-10.6	0.2	5.3	3.6	9.5	i	0.2	i	-12.5	-0.56	1285	0.6%	0.6	1000	i	43.8
CC(C)c1ccc(C(=O)NC2=NCCS2)cc1	3.5	670	0.4	-0.5	4.9	2.5	6.7	i	0.5	i	7.7	-0.16	1391	-0.5%	1.4	950	i	8.9

No enrichment for hits; any-hit rate near 3.9%.
